BoNT-F LC inh – BoNT F light chain protease inhibition; Multiplex microsphere protease cleavage assay, flow cytometry; inhibition, % at 10 µM; 0.22% of 360,000 active; in the data active means inhibition above about 35%, passing the limit was not always enough; inconclusive means no clear call, values can overlap the other calls; further: plate controls were buffer without enzyme for full effect and enzyme alone for no effect
BioA inh – blocks M. tuberculosis BioA enzyme activity; purified M. tuberculosis BioA enzyme, plate reader; inhibition, % at 9.99 µM; 0.096% of 360,000 active; AID 602481; in the data active means inhibition above about 40%; inconclusive means no clear call, values can overlap the other calls
GDH-TPI inh – GDH-TPI coupled enzyme inhibition counter-screen. inhibition, % at 4.8 µM. 1.2% of 360,000 active. GDH-TPI coupled enzyme counterscreen, NADH absorbance;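 further: 0% = DMSO wells and 100% = wells lacking the enzyme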
MazEF act – increases E. coli MazEF RNase cleavage of RNA | activation, % at 20 µM | AID 504720 | 0.32% of 350,000 active | FAM/BHQ RNA-DNA oligo cleavage fluorescence, 5 h | P0AE70; in the data active means activation above about 50%
Target sequence (P0AE70 whole entry, looked up): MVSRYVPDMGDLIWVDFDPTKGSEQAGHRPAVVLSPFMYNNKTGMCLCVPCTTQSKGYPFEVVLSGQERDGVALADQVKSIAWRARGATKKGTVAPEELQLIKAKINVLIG
FBA Mtb inh – inhibitors of M. tuberculosis fructose-bisphosphate aldolase; P9WQA3; purified M. tuberculosis FBA, fluorescence read-out; inhibition, % at 1 µM; 2.3% of 360,000 active; AID 588726; in the data active means inhibition above about 27%;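 further: 0% = vehicle and 100% = reference inhibitor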
Target sequence (P9WQA3 whole entry, looked up): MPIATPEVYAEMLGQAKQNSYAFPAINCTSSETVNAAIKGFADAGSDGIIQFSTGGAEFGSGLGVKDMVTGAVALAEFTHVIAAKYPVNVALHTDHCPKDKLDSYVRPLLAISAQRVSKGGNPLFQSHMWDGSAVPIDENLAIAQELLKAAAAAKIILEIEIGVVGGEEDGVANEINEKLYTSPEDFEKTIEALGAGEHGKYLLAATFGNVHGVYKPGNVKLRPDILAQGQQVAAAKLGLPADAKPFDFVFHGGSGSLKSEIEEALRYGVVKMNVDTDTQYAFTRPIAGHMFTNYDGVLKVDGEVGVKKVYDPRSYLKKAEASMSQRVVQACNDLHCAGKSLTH
CCHFV vOTU inh – CCHFV vOTU protease inhibition. AID 651958. Pep-AMC fluorescence. 0.55% of 370,000 active. inhibition, % at 11.5 µM; further: 0% = vehicle wells with enzyme and 100% = no enzyme wells
UGM FP inh – inhibitors of M. tuberculosis UDP-galactopyranose mutase. 0.06% of 320,000 active. AID 504406. inhibition, % at 10 µM. purified UGM, fluorescence polarization probe displacement. P9WIQ1; in the data active means inhibition above about 10%, passing the limit was not always enough; inconclusive means no clear call, values can overlap the other calls
Rv3671c inh – inhibits the M. tuberculosis serine protease Rv3671c; P9WHR9; inhibition, % at 5.96 µM; 0.048% of 320,000 active; in the data active means inhibition above about 38%;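 further: extracellular domain of Rv3671c used as enzyme; 0% = enzyme with DMSO and 100% = no enzyme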
FadD28 binding – blocks FadD28 binding to the bisubstrate probe; fluorescence polarization; inhibition, % at 12.5 µM; AID 588549; 0.22% of 360,000 active; in the data active means inhibition above about 8.5%, passing the limit was not always enough; inconclusive means no clear call, values can overlap the other calls
VHR inh abs – blocks human VHR1 dual specificity phosphatase. 0.52% of 290,000 active. AID 1654. recombinant VHR phosphatase, pNPP absorbance. inhibition, % at 13.3 µM; in the data active means inhibition above about 50%; further: some compounds called inactive have numbers as strong as hits
Target sequence (P51452 whole entry, looked up): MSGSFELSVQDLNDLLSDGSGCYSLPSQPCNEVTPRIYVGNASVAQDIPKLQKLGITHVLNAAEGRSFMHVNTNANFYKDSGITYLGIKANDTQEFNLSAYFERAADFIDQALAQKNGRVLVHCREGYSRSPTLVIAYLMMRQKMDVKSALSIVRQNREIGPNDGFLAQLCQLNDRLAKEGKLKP
* = called active by the depositor; ? = inconclusive; . = not tested or not shown. Unless noted, no stated cut-off is given here; in the data, active means inhibition above about 30%; inactive means the rest. Compounds as they come; about 4.9% have a hit in one of these screens.

Below each SMILES – BoNT-F LC inh, BioA inh, GDH-TPI inh, MazEF act, FBA Mtb inh, CCHFV vOTU inh, UGM FP inh, Rv3671c inh, FadD28 binding, VHR inh abs
CCCN1C(=O)c2cc(C(=O)NCCc3cccc(C)c3)ccc2C1O (stereo not drawn)
  1, 0.2, -5, 8, 1, -1, -1.6, -3, 1.6, 25
Cc1cc(NC(=O)c2ccoc2C)no1
  10, 2.0, 6, -4, 2, -5, 0.6, 1, -0.8, 29
CC1CCN(c2nc3nonc3nc2Nc2ccc(F)cc2)CC1
  -2, 0.0, 15, 5, 2, -3, 1.9, -10, -4.5, 14
N#CCc1nn(-c2ccc(F)cc2)c(N)c1C#N
  -6, -2.3, -10, 15, 0, 1, 0.3, -3, -2.3, 22
C=CCn1c(COc2cccc3ccc(C)nc23)nnc1SCC(=O)O
  17, -1.6, 4, -1, 7, -8, 3.8, 0, -1.4, 5
COc1cc(Br)c(CCNC(=O)Cc2ccccc2)cc1OC
  -7, ., 8, -7, -1, -2, 2.6, 7, -1.5, -7
O=C(CSC(=S)N1CCOCC1)c1cc2ccccc2oc1=O
  -5, -0.5, 7, 2, -1, ., 0.4, 3, -2.1, 6
Cc1cc(O)cc2c1C(=O)/C(=C/c1ccco1)O2
  4, ., 10, -164, -4, -9, 0.3, -13, -0.6, 31
CSCCC1NC2(C(=O)Nc3c(C)cc(Cl)cc32)[C@@H]2C(=O)N(C3CCCC3)C(=O)[C@H]12 (stereo partly drawn)
  -5, 0.6, -1, 5, 0, 5, 1.7, -6, -1.6, 21
O=C(CN1C(=O)CC(c2ccco2)Sc2ccccc21)NCc1ccc2c(c1)OCO2 (stereo not drawn)
  -3, ., -4, -2, -1, ., -1.3, -3, -9.4, 4
CC1(C(=O)Nc2ccc(F)c(Cl)c2)Cc2c(-c3cccc(C(F)(F)F)c3)ccnc2O1 (stereo not drawn)
  2, -1.3, 5, ., -4, 18, ., ., -4.6, .
C=CCNC(=O)CSc1n[nH]c(-c2cc(Cl)ccc2OC)n1
  -8, -0.5, -1, 2, 0, -6, 0.4, 0, -1.7, 32
Cc1c(Cl)cccc1NC(=S)N1CCC(C(N)=O)(N2CCCCC2)CC1
  -2, ., -6, 7, 1, 3, 4.1, -4, -0.7, 29
CCOc1ccc(-n2nc3c(=O)n(CCN4CCCCC4)nc(C)c3c2C)cc1
  9, ., 3, 7, 22, -3, 0.8, -2, -1.2, 27
CCOc1ccc(CCNC(=O)c2ccc(C)c(N3CCCC3=O)c2)cc1OCC
  -1, ., -6, 1, 2, 14, -2.9, 5, -1.0, 21
CCCNC(=O)c1ccc(N(Cc2ccccc2)S(C)(=O)=O)cc1
  3, -0.1, 15, 4, 5, -4, 0.9, 0, -0.2, 18
O=C(OCC(=O)N1CCCC1)c1c(Cl)ccc(Cl)c1Cl
  6, -1.4, 20, 6, 1, -21, 0.4, -3, -1.7, 7
Nc1cc(-c2ccc(Br)cc2)[nH]n1
  0, -0.7, 4, -5, 2, -10, 0.3, 10, -0.9, -6
C=CCC(C=C)[N+]1(CC(=O)OC)CCCCC1 (stereo not drawn)
  -3, ., 3, -6, 6, 5, -0.4, 0, 0.4, 11
CCOc1ncccc1C(=O)Nc1ccc(OC)c(S(=O)(=O)N2CCCCC2)c1
  1, ., 20, 7, -1, 11, 1.3, -1, 1.0, -26
Cc1cccc(CSc2nncc(=O)[nH]2)c1
  -21, -1.5, 2, 4, 1, 9, 0.7, -6, 0.0, 3
Cc1cccc(NC(=S)N(c2ccccc2)C(C)C)c1C
  0, ., -8, 0, -1, -5, -0.5, -14, -3.8, 9
CNC(=S)N(C)/N=C1/C(=O)N(Cc2c(Cl)cccc2Cl)c2ccccc21
  -8, -2.1, -2, 8, -4, -1, -2.4, -3, -3.0, .
C/C(=N\Nc1ccccc1)c1c(O)cc(C)oc1=O
  -8, ., 4, -4, -2, 4, -0.7, 8, -1.8, 17
CCOC(=O)c1ccc(N2C(=O)c3n[nH]c(C)c3C2c2ccco2)cc1 (stereo not drawn)
  8, 2.6, -4, 2, -1, -1, 1.9, -5, -1.7, 10
COc1cccc(C(=O)N(Cc2cc3cc(C)ccc3[nH]c2=O)C(C)C)c1
  1, ., -8, -2, 3, 2, 0.3, 1, -4.7, 14
O=C(Oc1cccc2ccccc12)c1ccncc1
  -5, -0.6, -2, 4, 2, -11, -1.4, 4, -0.8, 36
c1ccc2c(SCc3cn4cccnc4n3)ncnc2c1
  -2, 17, 7, 9, 6, -17, 3.2, -1, -5.6, 14
COC(=O)[C@H](CC(C)C)NC(=O)N1CCN(c2cccc(C(F)(F)F)c2)CC1
  -1, 0.4, 14, -3, 0, 11, -0.3, -2, -2.3, 2
Cc1cc(C)c(NC(=O)Cn2nnc(C(=O)Nc3ccc(F)cc3F)c2N)c(C)c1
  -2, -1.0, 0, -10, -1, 3, 0.1, 0, -2.7, 7

Brought forward from above: 2 compounds, then new ones.
Below each SMILES – BoNT-F LC inh, BioA inh, GDH-TPI inh, MazEF act, FBA Mtb inh, CCHFV vOTU inh, UGM FP inh, Rv3671c inh, FadD28 binding, VHR inh abs
COC(=O)[C@H](CC(C)C)NC(=O)N1CCN(c2cccc(C(F)(F)F)c2)CC1
  -1, 0.4, 14, -3, 0, 11, -0.3, -2, -2.3, 2
Cc1cc(C)c(NC(=O)Cn2nnc(C(=O)Nc3ccc(F)cc3F)c2N)c(C)c1
  -2, -1.0, 0, -10, -1, 3, 0.1, 0, -2.7, 7
COc1ccc(S(=O)(=O)NCC2CCCN(Cc3ccccc3C)C2)cc1 (stereo not drawn)
  -8, ., -6, 6, 1, 6, 0.5, -2, -0.9, 3
COc1cccc(C(O)c2nc(-c3cccc(F)c3)cs2)c1 (stereo not drawn)
  -6, 0.4, 4, ., -3, 5, ., ., 0.0, .
N#CC1=C2CCCCC2(O)NC1=O (stereo not drawn)
  3, -0.7, 4, 6, -2, 6, ., ., -1.7, .
CCOC(=O)/C=C1\SCC(=O)N1CC(=O)NCCOC
  -6, -1.2, 5, -9, 3, 1, -1.9, 10, -0.1, 5
Oc1ccccc1C=Nc1cccc2ccccc12
  ?, -1.9, -7, 7, 42*, -20, 2.2, -6, -4.2, 1
CC(=O)c1cccc(OCc2cc(C(=O)N(C)Cc3ccc(C)o3)no2)c1
  4, 1.8, -2, 2, 2, 5, 1.5, -5, 0.6, 2
Cc1cc(C)n(-c2ccc(NC(=O)C3CCCCN3C(=O)c3ccoc3C)cc2)n1 (stereo not drawn)
  -2, -0.1, -3, 2, 1, 6, -0.8, -19, -2.9, -9
Nc1cc(=O)nc(SCC(=O)N2CCN(c3ccccc3)CC2)n1-c1ccc(F)cc1
  -10, -0.1, -2, -15, 2, 10, -0.2, -2, 0.5, 21
CC(C)c1ccc(S(=O)(=O)N2CCN(C(=O)C3=COCCO3)CC2)cc1
  -6, 1.3, -3, 1, 0, 5, 5.5, 11, -1.3, .
COCCNC(=O)C1CCCN(S(=O)(=O)c2cccc3nsnc23)C1 (stereo not drawn)
  4, -2.8, 22, -11, 3, 0, 0.0, -1, 0.1, 2
CC(=O)c1cccc(NC(=O)CCNS(=O)(=O)c2cccc(C(C)=O)c2)c1
  -4, 6.0, 4, -1, 0, 11, -0.4, -12, 0.3, 36
CCCNC(=O)c1c(CSc2ccccc2)noc1C(=O)NCc1ccccc1
  4, -2.5, -8, -3, 1, -5, 0.7, -9, -1.1, -8
O=Cc1c[nH]c2ccc(NC(=O)OCc3ccccc3)cc12
  5, -1.1, 14, -9, 4, -7, ., ., -1.3, .
COc1ccccc1CCNC(=O)CCNS(=O)(=O)c1ccc(NC(C)=O)cc1
  -12, 1.5, -14, 0, 0, -14, -1.0, 4, -7.1, .
CCN(CCn1cccn1)C(=O)c1ccc(OC2CCN(C(=O)COC)CC2)cc1
  10, -1.9, 9, 1, 5, 13, -0.3, 3, -0.4, 32
O=C(CCC(=O)Nc1ccc(Cl)cc1Cl)N/N=C/c1ccc([N+](=O)[O-])o1
  2, ., 15, -11, -3, 39*, 0.1, 6, -1.8, 1
Cn1ccnc1C(=O)c1cc(SCC(=O)N2CCOCC2)nc2ccccc12
  -2, ., 6, 12, 2, 5, -1.9, -4, 0.5, 5
CCC(C)(C)C1CCc2[nH]nc(C(=O)NCCCNC(=O)OC(C)(C)C)c2C1 (stereo not drawn)
  -2, -1.4, 11, 14, 2, 2, -1.8, 13, -0.9, .
COc1ccc(OC)c(/C=N/NC(=O)c2ccc[n+](CC(=O)c3ccccc3)c2)c1
  -8, 3.7, 11, 5, 2, ., 1.7, 8, ., .
O=C(CSc1nnc(Cc2ccccc2)o1)NCCN1C(=O)CSC1=O
  -12, -1.5, 4, 0, -7, 17, 2.0, -4, -4.7, 28
CC(=O)c1cccc(N(CC(=O)Nc2ccc(F)cc2F)S(C)(=O)=O)c1
  1, -3.4, 3, 5, 4, -4, -0.3, -8, -0.6, -7
O=C(NC(=S)NN1CCCCC1c1cccnc1)c1ccc(Br)cc1 (stereo not drawn)
  ?, 6.6, 9, -3, -2, 3, 2.1, -6, -4.2, 32
CCOC(=O)C1=CN(CC2CCCCC2)CCC1=O
  0, 0.0, 10, 5, -2, -2, ., ., -2.2, .
CC(C)(C)c1csc(NC(=O)c2cccnc2Cl)n1
  ?, ., 3, 8, 3, -3, -0.3, 5, -8.0, .
COc1cccc(NC(=O)C2C3C=CC4(O3)C2C(=O)N(CCCN2CCCC(C)C2)C4C(=O)NC2CCCCC2C)c1 (stereo not drawn)
  -5, 0.4, -2, 10, -3, -17, -0.1, -7, 0.9, 7
CCCCNC(=O)C1C2C=CC(C2)C1C(=O)O (stereo not drawn)
  0, ., 0, 5, 4, -1, 3.4, -4, -1.5, -4

Some of these compounds in order of length of the SMILES, rising.
Below each SMILES – BoNT-F LC inh, BioA inh, GDH-TPI inh, MazEF act, FBA Mtb inh, CCHFV vOTU inh, UGM FP inh, Rv3671c inh, FadD28 binding, VHR inh abs
Oc1ccccc1C=Nc1cccc2ccccc12
  ?, -1.9, -7, 7, 42*, -20, 2.2, -6, -4.2, 1
CCCCNC(=O)C1C2C=CC(C2)C1C(=O)O (stereo not drawn)
  0, ., 0, 5, 4, -1, 3.4, -4, -1.5, -4
CC(C)(C)c1csc(NC(=O)c2cccnc2Cl)n1
  ?, ., 3, 8, 3, -3, -0.3, 5, -8.0, .

Entries above containing two or more sulfur atoms:
Below each SMILES – BoNT-F LC inh, BioA inh, GDH-TPI inh, MazEF act, FBA Mtb inh, CCHFV vOTU inh, UGM FP inh, Rv3671c inh, FadD28 binding, VHR inh abs
O=C(CSC(=S)N1CCOCC1)c1cc2ccccc2oc1=O
  -5, -0.5, 7, 2, -1, ., 0.4, 3, -2.1, 6
COCCNC(=O)C1CCCN(S(=O)(=O)c2cccc3nsnc23)C1 (stereo not drawn)
  4, -2.8, 22, -11, 3, 0, 0.0, -1, 0.1, 2
O=C(CSc1nnc(Cc2ccccc2)o1)NCCN1C(=O)CSC1=O
  -12, -1.5, 4, 0, -7, 17, 2.0, -4, -4.7, 28

Part of the list above, in markdown:
| compound | BoNT-F LC inh | BioA inh | GDH-TPI inh | MazEF act | FBA Mtb inh | CCHFV vOTU inh | UGM FP inh | Rv3671c inh | FadD28 binding | VHR inh abs |
| --- | --- | --- | --- | --- | --- | --- | --- | --- | --- | --- |
| Cc1cccc(CSc2nncc(=O)[nH]2)c1 | -21 | -1.5 | 2 | 4 | 1 | 9 | 0.7 | -6 | 0.0 | 3 |
| Cc1cccc(NC(=S)N(c2ccccc2)C(C)C)c1C | 0 | . | -8 | 0 | -1 | -5 | -0.5 | -14 | -3.8 | 9 |
